# Mot1-301 SUMO – blocks SUMOylation pathway, rescuing yeast Mot1-301 growth | growth rescue, % at 18.8 µM | AID 2716 | S. cerevisiae Mot1-301 growth rescue, ATP luminescence, 38.5C; percent above DMSO median, 100 means doubled | 320,000 tested, 1% active;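 active means every valid replicate shows activation above 250% relative to neutral control wells; inactive means the rest, any valid replicate at or below 250%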;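 further: OY570 slx delta 5 strain wells were the positive control but not used for scaling; some compounds called inactive have numbers as strong as hits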
# PfHsp90 set2 – inhibits growth of yeast expressing Plasmodium falciparum Hsp90 | S. cerevisiae expressing PfHsp90, BacTiter-Glo ATP, 48 h; yeast lacking PDR1 and PDR3 efflux regulators | inhibition, % at 9.4 µM | 310,000 tested, 0.32% active;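 active means every replicate shows inhibition above about 80%, whatever the replicate mean, limit read from the data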;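 further: 0% = DMSO neutral controls and 100% = 20 µM radicicol positive controls; yeast relying on Plasmodium falciparum Hsp90 in place of its own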
# MOR-DOR ag – agonists of human mu-delta opioid receptor heterodimerization. cells, OPRM1-OPRD1 heterodimerization, luminescence. activation, % at 9.3 µM. 340,000 tested, 0.3% active. AID 504326. P35372+P41143; in the data active means activation above about 18%;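 further: 0% = vehicle-treated cells and 100% = reference agonist; values of inactives mirror those of a sister screen read the other way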
# E coli growth – counter-screen for AddAB inhibitors: E. coli growth inhibition; E. coli V3065 growth, OD600 absorbance, 18 h; AID 449728; inhibition, % at 11.9 µM; 330,000 tested, 0.27% active;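 active means inhibition above the campaign's mean inhibition across all tested compounds plus 3 SD, cut at about 9.9% in these data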;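 further: uninfected addAB+ strain grown without phage in ampicillin broth; 0% = DMSO wells and 100% = ciprofloxacin 0.95 µg/ml wells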
# HTR5A ag – HTR5A agonism, opioid heterodimer counter-screen. 340,000 tested, 0.61% active. P47898. HTR5A agonist assay, luminescence, cell-based. activation, % at 9.3 µM. AID 504692; in the data active means activation mostly above about 9.5%, no sharp cut-off; inactive means mostly below about 7.6%;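 further: 0% = cells with vehicle only and 100% = reference agonist; strong numbers were not always called active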
# Target sequence (P47898 whole entry, looked up): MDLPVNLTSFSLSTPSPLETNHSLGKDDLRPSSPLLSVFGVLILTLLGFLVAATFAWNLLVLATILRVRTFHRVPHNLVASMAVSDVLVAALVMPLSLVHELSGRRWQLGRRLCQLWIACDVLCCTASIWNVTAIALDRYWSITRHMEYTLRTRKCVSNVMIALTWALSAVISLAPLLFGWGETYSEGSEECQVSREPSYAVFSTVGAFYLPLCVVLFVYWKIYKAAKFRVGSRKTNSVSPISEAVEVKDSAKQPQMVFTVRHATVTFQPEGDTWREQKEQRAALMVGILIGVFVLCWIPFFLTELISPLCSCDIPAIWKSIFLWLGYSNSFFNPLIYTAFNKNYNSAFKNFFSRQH
# MOR-DOR inv ag – inverse agonist of human OPRM1-OPRD1 heterodimerization; 340,000 tested, 0.21% active; AID 504357; cell-based MOR-DOR heterodimer luminescence, inverse agonism; P35372+P41143; inhibition, % at 9.3 µM; in the data active means inhibition above about 22%, passing the limit was not always enough;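 further: 0% = cells with DMSO and 100% = wells without cells with DMSO; values of inactives mirror those of a sister screen read the other way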
# PKA-R1A act – activators of PKA-R1A complex. P00514+P68181. PKA-R1A dissociation, Cy5-IP20 fluorescence polarization; scaled: DMSO 0%, 113 µM cGMP 100%. activation, % at 11.4 µM. 340,000 tested, 0.083% active;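 active means percent activation above the mean of all tested compounds plus 3 SD, cut at about 19% in these data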;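 further: higher means more PKAc released from R1A so a rise in polarization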
# AddAB inh – less growth of phage-infected E. coli with AddAB; E. coli expressing H. pylori AddAB, absorbance growth; inhibition, % at 11.9 µM; 330,000 tested, 0.29% active; in the data active means inhibition above about 12%;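 further: 0% = vehicle wells of infected cells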
# Pemphigus Ab inh – human desmoglein-3 autoantibody binding inhibition; 310,000 tested, 0.48% active; P32926; DSG3-coupled beads, scFv-anti-DSG3-GFP binding, flow cytometry; hits give low values; binding (percent of control), % at 10 µM;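 active means binding more than 3 SD below its plate's average and above zero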;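 further: hits lower antibody fragment binding to DSG3; some compounds called inactive have numbers as strong as hits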
# phage Ecoli inh – E. coli growth loss with phage present | inhibition, % at 11.9 µM | growth absorbance | 360,000 tested, 0.26% active; in the data active means inhibition above about 11%
# HTR5A inv ag – inverse agonist of human HTR5A in OPRM1-OPRD1 counter-screen | HTR5A cell line, luminescence, inverse agonism | inhibition, % at 9.3 µM | 340,000 tested, 0.083% active; in the data active means inhibition mostly above about 23%, no sharp cut-off; inactive means mostly below about 18%;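 further: 0% = cells with DMSO and 100% = no-cell wells with DMSO; some compounds called inactive have numbers as strong as hits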
# Numbers without * were called inactive; . = no result given. Random draw from the library; any-hit rate near 3.2%.
SMILES,Mot1-301 SUMO,PfHsp90 set2,MOR-DOR ag,E coli growth,HTR5A ag,MOR-DOR inv ag,PKA-R1A act,AddAB inh,Pemphigus Ab inh,phage Ecoli inh,HTR5A inv ag
CC(=O)Oc1cccc(N2C(=O)C3CC=C(Cl)CC3C2=O)c1 (configuration not stated),4.1,-6.1,-3.5,3.9,-4.0,19.1,4.2,1.9,96.5,1.7,11.1
CCOC(=O)CNC(=O)C1CCC(CNS(=O)(=O)c2cccc3nsnc23)CC1 (configuration not stated),.,10.3,-1.4,-0.2,0.9,7.5,-7.4,5.7,.,3.5,-2.3
Fc1ccccc1N1CCN(c2cnc3ccccc3n2)CC1,17.8,11.0,2.3,-0.3,1.3,-12.6,3.3,-1.4,95.0,4.6,-4.8
O=C(Cc1ccc(Cl)cc1)Nc1ccc2oc(-c3ccncc3)nc2c1,-15.1,-5.9,5.9,-0.6,1.6,-31.9,-6.3,1.6,94.4,2.1,25.8
COc1ccc(OC)c(N2C(N)=NC(N)=NC23CCCC3)c1,570.2,-60.0,-3.6,-1.4,-1.8,15.2,-5.8,2.5,102.6,1.3,3.4
COC(=O)c1cc2sccc2n1CC(=O)Nc1ccc(OC)c(OC)c1OC,1.1,-8.6,1.9,1.1,-6.9,-11.4,1.4,0.7,99.8,1.5,16.1
Cc1ccc(C(=O)COC(=O)C(C)N2C(=O)C3C4CCC(C4)C3C2=O)cc1 (configuration not stated),19.7,-4.3,-2.3,-1.4,-2.8,16.1,-4.2,4.0,.,-1.5,-19.4
CC1CCN(C(=O)c2ccc(CSc3nc4ccncc4n3Cc3ccc(F)cc3)cc2)CC1,-0.9,28.0,0.9,-0.9,12.0,-5.6,-6.2,2.5,102.9,0.0,-36.5
CC(=O)N1CCN=C1SCc1ccc(C(F)(F)F)cc1,-14.4,-6.2,-3.1,0.0,2.5,15.9,-8.8,2.9,104.1,3.8,-5.4
COc1ccc(C2C(C(=O)Nc3cccnc3)=C(C)Nc3nc(-c4ccco4)nn32)cc1 (configuration not stated),-9.0,19.1,-3.4,0.0,-5.6,16.7,-11.2,3.5,105.2,2.9,14.7
CCOC(=O)Nc1sc2nc(C)cc(C)c2c1-n1cccc1,7.8,.,-1.4,-2.6,2.0,6.2,-0.7,3.2,100.8,0.8,-13.2
Cc1ccc(OCCNC(=O)CCNS(=O)(=O)c2ccc(C)cc2)cc1,5.8,.,-4.3,-0.4,6.4,22.4,-10.4,2.6,100.9,3.8,-15.6
CN1CCN(C(=O)CCc2nnc3ccc(N4CCC5(CC4)OCCO5)nn23)CC1,20.4,10.9,-2.8,0.0,-3.8,15.0,-1.0,2.6,92.7,1.5,6.8
CC(C)CN1C(=O)C(=O)N(CC(=O)N(C)CC(=O)Nc2ccc(Cl)c(C(F)(F)F)c2)C1=O,4.1,6.7,1.2,1.6,9.5,-4.9,-4.5,1.1,101.5,-0.1,-23.4
Cc1cccc(NC(=O)C2CCN(S(=O)(=O)c3ccc4c(c3)OCCCO4)CC2)n1,5.6,25.1,0.8,0.3,8.8,-4.3,0.6,-2.7,92.6,1.5,5.5
CC(C)N(Cc1nc(-c2ccc(Cl)cc2)no1)Cc1nccn1C,16.6,-3.6,4.4,1.1,5.3,-23.6,-3.0,1.5,98.0,0.7,-10.9
O=C1OC(/C=C/c2ccc(Cl)cc2)=NC/1=C/c1ccco1,-21.4,18.2,0.4,-3.3,0.6,-2.1,-8.2,1.2,126.8,2.9,24.3
COc1cc(NC(=S)N2CCCCC2C)c(OC)cc1Cl (configuration not stated),-19.1,-4.7,-3.0,0.8,-2.6,13.9,0.9,1.4,103.9,2.0,7.1
CCc1cc2c(=O)c(-c3cnn(-c4ccccc4)c3)c(C)oc2cc1OCC(=O)Nc1ccc(F)c(F)c1,-3.6,-5.8,-0.7,-3.6,3.5,3.5,-14.9,2.4,95.8,2.5,-12.7
CNS(=O)(=O)c1cccc(C(=O)OCC(=O)Nc2ccccc2F)c1,320.3,3.1,1.9,-0.2,3.6,-10.2,1.3,3.5,104.2,2.0,-9.9
O=C(Nc1cc(S(=O)(=O)N2CCCCC2)ccc1N1CCCCC1)C1CC1,1.1,-10.7,-1.4,-0.8,0.9,7.3,-8.0,-1.3,99.6,2.0,-3.3
Cc1ccc(NC(=S)NCc2ccco2)c(C)c1,-14.0,-3.2,-1.2,2.0,-0.1,6.1,1.4,-0.6,110.5,-1.5,15.4
Cc1c(CCC(=O)N[C@@H](CCCNC(N)=O)C(=O)O)c(=O)oc2cc3oc4c(c3cc12)CCCC4,229.0,-19.9,-2.1,-1.7,2.5,10.8,-1.1,-1.3,91.4,1.9,-9.2
C=CCOC(=O)C1=C[C@H](c2ccc(C(F)(F)F)cc2)C[C@H](OCCCCO)O1,2.0,-8.2,0.0,0.9,-4.9,-0.1,-4.7,3.5,99.4,-0.3,-20.4
CCOc1ccc(CCNC(=O)CN(C)S(=O)(=O)c2cccs2)cc1OCC,42.8,3.2,-2.5,0.2,0.2,13.6,-1.2,0.0,110.0,2.0,-0.6

# The last 4 compounds of the section before are carried over, then new ones follow.
SMILES,Mot1-301 SUMO,PfHsp90 set2,MOR-DOR ag,E coli growth,HTR5A ag,MOR-DOR inv ag,PKA-R1A act,AddAB inh,Pemphigus Ab inh,phage Ecoli inh,HTR5A inv ag
Cc1ccc(NC(=S)NCc2ccco2)c(C)c1,-14.0,-3.2,-1.2,2.0,-0.1,6.1,1.4,-0.6,110.5,-1.5,15.4
Cc1c(CCC(=O)N[C@@H](CCCNC(N)=O)C(=O)O)c(=O)oc2cc3oc4c(c3cc12)CCCC4,229.0,-19.9,-2.1,-1.7,2.5,10.8,-1.1,-1.3,91.4,1.9,-9.2
C=CCOC(=O)C1=C[C@H](c2ccc(C(F)(F)F)cc2)C[C@H](OCCCCO)O1,2.0,-8.2,0.0,0.9,-4.9,-0.1,-4.7,3.5,99.4,-0.3,-20.4
CCOc1ccc(CCNC(=O)CN(C)S(=O)(=O)c2cccs2)cc1OCC,42.8,3.2,-2.5,0.2,0.2,13.6,-1.2,0.0,110.0,2.0,-0.6
CC(=O)c1sc2nc(=O)c(C)nn2c1C,80.7,2.7,-1.8,3.0,-5.5,10.1,-18.6,2.0,109.1,0.6,-14.2
CCCCNC(=S)Nc1cccc2cnccc12,-7.4,-21.6,3.5,-1.9,3.6,-21.2,0.2,1.1,105.1,1.5,-9.8
COc1ccc(NC(=O)C2CCN(C(=O)Cc3ccccc3)CC2)c(OC)c1,-7.4,-3.5,-1.1,-2.0,0.2,6.6,-9.6,2.2,98.8,3.8,-0.6
COc1ccc(OC)c(CN2CCN(CCc3ccccc3)C(CCO)C2)c1 (configuration not stated),-2.2,-12.3,2.6,-1.2,0.0,-14.8,-14.2,2.2,103.8,2.0,-0.1
O=c1cc(CSc2ccc(Cl)cc2)nc(-c2ccccn2)[nH]1,54.8,105.0*,-5.6,-6.0,-2.9,28.8,-8.5,-1.1,92.2,-3.2,10.7
Cc1cccc(C(=O)N(C(=O)c2cccc(C)c2)N(C)C)c1,.,16.9,-0.4,.,-1.4,2.1,-25.2,.,121.6,2.9,5.6
S=C(Nc1ccccc1)c1ccccn1,19.1,-1.5,2.6,1.9,3.9,-15.0,-0.8,0.1,108.3,1.7,-13.2
CC(=O)Nc1ccc(S(=O)(=O)Nc2nc3ccccc3nc2Nc2cccc(O)c2)cc1,-28.2,21.5,-0.2,-0.8,-0.3,1.1,-4.1,0.9,94.2,0.6,-3.2
Cc1nc(-c2c(-c3ccc(O)cc3O)noc2C(F)(F)F)cs1,82.6,-6.6,0.4,-2.4,-0.4,-2.0,0.0,-0.1,116.0,0.7,-16.3
CC1CN(C(=O)c2ccc3c(c2)OCO3)OC(c2ccccc2)O1 (configuration not stated),279.7,14.0,-0.6,-1.7,-1.0,2.5,-3.2,4.2,.,3.5,2.4
CCn1cc(C(=O)NCCCN(C)c2ccccc2)c(=O)c2cc(S(=O)(=O)N(C)C)ccc21,5.5,.,-0.2,-0.9,0.2,0.9,10.2,3.6,100.2,1.8,-0.5
Cc1ccc(S(=O)(=O)N(C)C)cc1NC(=S)NC1CCCC(C)C1C (configuration not stated),-19.3,.,1.9,1.6,2.2,-10.3,-6.3,1.6,108.5,4.8,17.4
Cc1ccc(S(=O)(=O)CC(=O)Nc2cc(C)on2)cc1,8.4,-166.9,-1.0,0.4,3.8,6.0,-7.8,2.0,.,-2.0,-23.9
CCOCCOC(=O)C(C)Oc1ccc(Oc2nc(Cl)ccc2Cl)cc1 (configuration not stated),-8.5,26.5,0.9,3.4,1.0,-4.4,6.5,-0.9,97.4,1.5,-2.8
COc1ccc(NC(=O)c2c(NC(=O)CNCc3ccco3)sc3c2CCC3)cc1,13.3,-5.0,-2.9,-0.2,6.0,16.5,-3.7,-0.7,103.4,2.9,-16.6
Cc1ccccc1OCC(=O)Nc1nnc(-c2ccncc2)s1,3.6,4.9,-0.3,2.6,5.0,1.5,-7.2,0.3,.,-0.9,-12.9
CCC1C(=O)N=C(SCC(=O)Nc2ccccc2)NC1=O (configuration not stated),-30.1,-7.2,-1.1,1.3,1.3,6.5,-2.5,-1.3,99.8,3.1,-21.6
O=C(O)c1ccc2c(c1)C(=O)N(c1cccc(-c3nc4ccccc4s3)c1)C2=O,15.4,5.7,-2.5,1.6,3.9,11.7,-11.8,3.1,101.4,4.1,-16.3
CCN(CC)CCOc1ccc(Br)cc1,-15.2,-15.0,-2.2,0.7,8.7,12.6,1.0,1.4,98.0,-0.1,-19.8
O=[N+]([O-])c1ccc(N2CCOCC2)cc1SCc1ccco1,26.6,23.9,-1.9,-1.4,4.7,10.3,5.0,2.3,103.1,4.7,9.3
CCn1cc(C(=O)NCCCN2CC(C)CC(C)C2)c2cc(OC)c(OC)cc2c1=O (configuration not stated),6.5,-13.1,-0.4,-0.6,4.6,2.8,-8.5,3.9,96.2,2.2,-12.3
N#CCC(=O)Nc1ccc(C(=O)NCCC(c2ccccc2)c2ccccc2)cc1,6.7,-1.1,-1.1,-0.4,0.2,6.0,-5.8,0.8,102.6,1.5,-0.4
CC(=O)N1c2ccc(S(=O)(=O)N3CCCCC3)cc2CC1C(=O)Nc1ccc(F)cc1C (configuration not stated),-11.2,3.4,-3.1,0.7,-5.2,16.1,2.6,2.3,100.4,2.8,-7.0

# Grouped by structure: those above containing a COOH group
SMILES,Mot1-301 SUMO,PfHsp90 set2,MOR-DOR ag,E coli growth,HTR5A ag,MOR-DOR inv ag,PKA-R1A act,AddAB inh,Pemphigus Ab inh,phage Ecoli inh,HTR5A inv ag
Cc1c(CCC(=O)N[C@@H](CCCNC(N)=O)C(=O)O)c(=O)oc2cc3oc4c(c3cc12)CCCC4,229.0,-19.9,-2.1,-1.7,2.5,10.8,-1.1,-1.3,91.4,1.9,-9.2
O=C(O)c1ccc2c(c1)C(=O)N(c1cccc(-c3nc4ccccc4s3)c1)C2=O,15.4,5.7,-2.5,1.6,3.9,11.7,-11.8,3.1,101.4,4.1,-16.3

# High-throughput results as filed in PubChem BioAssay.
